# High-throughput results from PubChem.
# GPR55 LPI antagonism: GPR55 antagonists blocking LPI-driven arrestin recruitment, primary screen, imaging, U2OS, beta-arrestin-GFP, LPI agonist (AID 2013); G-protein coupled receptor 55 (Homo sapiens); hit rate 0.13% among 290,000; inhibition, % at 10 µM; hits with a dose series show IC50 in µM; U2OS GPR55 beta-arrestin-GFP translocation imaging, LPI antagonism; higher % means a stronger effect;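 active = spots per cell inhibited over 60%, with over 100 cells counted and total cytoplasm intensity under 500,000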;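 also: U2OS cells stably carrying GPR55 and arrestin-GFP stimulated by 5 µM LPI near EC80; imaged beta-arrestin-GFP aggregate spots per cell after agonist stimulation; plate controls were LPI-stimulated DMSO wells for no effect and DMSO wells without LPI for full effect; some results filed as inactive read as strong as hits; confirmed hits need IC50 under 10 µM and bright autofluorescent wells are also inconclusive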
# LYP inhibition: inhibitors of LYP phosphatase, biochemical, fluorescence intensity, uHTS (AID 1779); Tyrosine-protein phosphatase non-receptor type 22 (Homo sapiens); hit rate 0.054% among 290,000; inhibition, % at 11.5 µM, or IC50 in µM where a hit was titrated; recombinant LYP phosphatase, fluorescence intensity; higher % means a stronger effect; in the data active = inhibition above about 50%;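 also: plate controls were vehicle with enzyme for no effect and no enzyme for full effect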
# Hep lipid drop: inhibitors of hepatocyte lipid droplet formation, primary screen, imaging, high-throughput imaging, BODIPY stain; hit rate 0.4% among 240,000; inhibition, % at 6.5 µM; AID 1656, 2009; AML12 mouse hepatocytes, oleate lipid droplets;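 active = lipid droplet intensity inhibited by at least 50%, with more than 500 cells counted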
#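 Material – AML12 mouse liver cells · Also added – oleate loading, 100 µM · Compound dosing – 6.5 µM single-point dosing · Times – overnight treatment with compound plus oleate · Measured by – fluorescence imaging, 20x objective, two fields per well · Read-out – percent inhibition of filter-corrected integrated lipid droplet intensity per well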
# MgcRacGAP inhibition: MgcRacGAP GTPase-activating activity inhibitors, confirmation, biochemical, ADP Hunter fluorescence. Rac GTPase-activating protein 1 (Homo sapiens). inhibition, % at 30 µM; hits with a dose series show IC50 in µM. hit rate 0.6% among 340,000. AID 624330, 2012. MgcRacGAP-stimulated Rac1 GTP hydrolysis, ADP Hunter fluorescence; higher % means a stronger effect; GST-tagged Rac1 F28L mutant substrate;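 active = first-screen hits whose inhibition reached a set limit at any dose in the follow-up dose series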;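 also: fluorescence reports GDP produced by GAP-driven GTP hydrolysis; strong numbers were not always called active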
# Large T inhibition: SV40 large T antigen inhibitors, biochemical (AID 1903). SV40 large T antigen ATPase/helicase inhibition assay; higher % means a stronger effect. one-dose inhibition, % at 20 µM; IC50 in µM for titrated hits. hit rate 0.39% among 310,000; in the data active = a potency from the dose series; also: strong numbers were not always called active
# T cell modulator: modulators of CD8 T cell-vesicle binding, primary screen, mouse 2C CD8+ T cells, flow cytometry | 2C CD8+ T cell-vesicle binding; hits give low values | calls only at 7 µM | hit rate 0.068% among 330,000 | AID 2052, 2009;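 active = response, share of CD8 T cells binding vesicles, and their 90th percentile fluorescence all below set limits, cut at about 80% in these data, passing the limit was not always enough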
#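 Benchmarks: naked versus QL9-loaded vesicles / Assay system: purified 2C TCR transgenic mouse naive CD8+ T cells / Technique: high-throughput flow cytometry with anti-B7-1 and anti-CD8 staining / Timing: Cell–vesicle co-incubation 1.5 h at 37 °C, staining 20 min on ice / Read-out: percent CD8+ FL2 mean versus row control / Probe or stimulus: QL9-loaded Drosophila micro-vesicles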
# GPR55 beta-arrestin: GPR55 agonists via beta-arrestin recruitment, primary screen, imaging, U2OS cells, beta-arrestin-GFP redistribution (AID 1961); one-dose activation, % at 10 µM; EC50 in µM for titrated hits; U2OS GPR55 beta-arrestin-GFP redistribution imaging; higher % means a stronger effect; hit rate 0.048% among 290,000; G-protein coupled receptor 55 (Homo sapiens);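 active = activation above 40% with more than 50 cells counted in the well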;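 also: U2OS osteosarcoma cells stably expressing GPR55 and beta-arrestin-GFP; plate controls were DMSO negative control for no effect and LPI positive control for full effect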
# GPR35 arrestin U2OS: GPR35 antagonists blocking zaprinast-driven arrestin recruitment, primary screen, imaging, U2OS, beta-arrestin-GFP, zaprinast agonist (AID 2058) | U2OS GPR35 beta-arrestin-GFP translocation imaging, zaprinast antagonism; higher % means a stronger effect | one-dose inhibition, % at 10 µM; IC50 in µM for titrated hits | hit rate 0.052% among 290,000;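 active = inhibition of at least 50% with at least 30 cells and total cytoplasm GFP at most 10,000,000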
# NTR1 agonist: agonists of NTR1, primary screen, imaging, U2OS cells, beta-arrestin-GFP, high content (AID 493036). activation, % at 20 µM. hit rate 0.17% among 330,000. Neurotensin receptor type 1 (Homo sapiens), P30989. NTR1-U2OS beta-arrestin-GFP spot imaging, agonist mode;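 active = activation at or above 40% of the spot to cytoplasm intensity ratio, with at least 20 cells analyzed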;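 also: 0% = DMSO without peptide and 100% = 100 nM NTR1 peptide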
# Target sequence (P30989 whole entry, looked up): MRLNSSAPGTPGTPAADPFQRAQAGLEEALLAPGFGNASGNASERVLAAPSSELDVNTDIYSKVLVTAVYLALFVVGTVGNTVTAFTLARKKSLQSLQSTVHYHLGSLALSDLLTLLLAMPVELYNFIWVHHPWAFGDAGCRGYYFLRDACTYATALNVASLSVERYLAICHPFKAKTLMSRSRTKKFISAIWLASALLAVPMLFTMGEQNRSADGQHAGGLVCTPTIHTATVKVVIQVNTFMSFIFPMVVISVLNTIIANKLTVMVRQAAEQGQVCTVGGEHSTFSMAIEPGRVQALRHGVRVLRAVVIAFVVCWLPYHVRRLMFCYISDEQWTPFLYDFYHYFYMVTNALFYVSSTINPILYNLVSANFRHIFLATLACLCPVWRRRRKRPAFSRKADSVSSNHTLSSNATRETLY
# Hep lipid drop cells 6.5 µM: further read-out of Hep lipid drop, marked with its call; cell count; measured here: cell count, cytotoxicity flag;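 cells counted across two imaged fields per well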
# T cell modulator vesicle-bound %: recorded beside T cell modulator, whose call it bears; double positive events, %; measured here: CD8+ vesicle-bound cell fraction;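 binding gate set so that unloaded-vesicle control wells show 10% double positive cells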
# NTR1 agonist cell count 20 µM: recorded beside NTR1 agonist, whose call it bears; cell count; measured here: cell count, cytotoxicity flag
# * marks the source's active call; other numbers are inactive results; i = inactive; / = not tested or not shown. Random draw from the library. About 1.8% of those tested had a hit in this group.
nr	SMILES	LYP inhibition	GPR55 beta-arrestin	MgcRacGAP inhibition	T cell modulator vesicle-bound %	NTR1 agonist	GPR55 LPI antagonism	T cell modulator	GPR35 arrestin U2OS	Large T inhibition	Hep lipid drop cells 6.5 µM	Hep lipid drop	NTR1 agonist cell count 20 µM
1	Cc1cc(=O)n(-c2ccc3ccccc3n2)[nH]1	-7%	-0.2%	0%	22	2.5	0%	i	-10%	15%	676	-5	70
2	CCCc1cc(N2CCCC(C(=O)Nc3ccc(OC)cc3OC)C2)n2ncnc2n1 (centres undefined)	-3%	-1.0%	5%	27	0.4	9%	i	-12%	-6%	/	/	51
3	Cn1c(NCCc2ccccc2)cc(=O)n(C)c1=O	-4%	-0.2%	8%	56	1.2	2%	i	-1%	7%	/	/	42
4	CC(=O)Nc1c2c(nn1-c1cccc(Cl)c1)CS(=O)(=O)C2	-15%	0.1%	9%	34	-0.4	2%	i	7%	12%	776	-9	56
5	O=C(CSc1ncccn1)NCCc1ccccc1	-8%	0.1%	4%	39	-2.5	-17%	i	5%	7%	/	/	67
6	O=C(CCCOc1ccc(Cl)cc1Cl)NCCCn1ccnc1	-9%	-0.1%	5%	61	-0.3	-5%	i	12%	-1%	631	0	84
7	CCC(C)NC(=O)CCC(=O)Nc1ccc2nc(N3CCOCC3)cc(C)c2c1 (centres undefined)	-11%	-0.1%	9%	39	0.1	9%	i	3%	14%	/	/	42
8	Cc1cc(C)nc(SCC(=O)OCC(=O)N(C)c2c(N)n(Cc3ccccc3)c(=O)[nH]c2=O)n1	1%	0.2%	3%	19	-0.8	12%	i	3%	14%	738	-8	59
9	CC1c2[nH]c3ccccc3c2C[C@H]2C(=O)N(CCCO)CC(=O)N12 (some centres undefined)	-4%	0.0%	9%	54	-0.5	4%	i	1%	14%	813	-4	78
10	COC(=O)c1nnn(-c2ccsc2C(=O)OC)c1C(=O)OC	4%	0.1%	1%	34	-0.8	9%	i	-9%	8%	666	0	54
11	O=S(=O)(c1ccccc1)N1N=C(c2ccccc2)CC1c1ccccc1F (centres undefined)	-2%	0.0%	7%	55	0.7	-2%	i	-11%	8%	831	-18	96
12	O=S(=O)(c1ccc(-c2ccno2)s1)N1CCCCC1	-4%	-0.1%	7%	12	-0.2	9%	i	8%	23%	861	4	53
13	COC(=O)CCCCCCCCC(=O)Nc1nc2ccccc2s1	-7%	-0.1%	5%	9	-1.1	-20%	i	0%	10%	/	/	84
14	CC(=O)c1c(O)cc(C)n(-c2ccc(F)cc2)c1=O	-10%	-0.1%	11%	60	-0.2	-18%	i	13%	4%	735	-20	85
15	COC(=O)C1(O)CC(C(C)C)=NN1C(=O)c1ccccc1 (centres undefined)	-4%	0.3%	6%	45	0.3	7%	i	-10%	2%	620	-7	40
16	CN1CCN(C(=S)c2cn(Cc3ccccc3F)c3ccccc23)CC1	-6%	0.3%	11%	19	-1.6	3%	i	4%	28%	677	-4	44
17	Cc1cc(C(=O)NCCc2ccc(Cl)cc2)n(-c2ccccc2)n1	-3%	-0.1%	0%	29	0.3	8%	i	2%	5%	690	0	64
18	NNC(=O)CNC(c1ccccc1)c1cc(Br)ccc1NC(=O)CCN1CCOCC1 (centres undefined)	-10%	0.3%	9%	31	0.7	-3%	i	6%	11%	/	/	48
19	CC(=O)c1ccc(-n2c(SCC(=O)c3c[nH]c4ccccc34)nc3ccccc3c2=O)cc1	-4%	0.0%	2%	38	0.3	11%	i	7%	2%	714	27	74
20	O=C(O)c1ccc(S(=O)(=O)Cc2ccccc2)cc1	-4%	-0.1%	16%	18	-0.7	9%	i	4%	12%	559	-7	83
21	CCCOc1ccc(-c2nc(-c3ccc([N+](=O)[O-])cc3)cs2)cc1	0%	0.3%	8%	55	3.6	21%	i	1%	2%	780	15	47
22	O=C(/C=C/c1cccs1)c1cc(Cl)ccc1OC(=O)N1CCOCC1	-2%	0.2%	2%	54	2.8	4%	i	-6%	8%	491	-41	92
23	CCCCOc1ccccc1C(=O)NCC(=O)O	-7%	0.2%	-2%	39	0.7	-10%	i	-3%	-1%	/	/	52
24	COc1ccc(OC)c(-c2nnc(SCC(=O)NC3CCCCC3)o2)c1	1%	-0.1%	1%	67	-1.4	16%	i	4%	2%	577	-1	52
25	Cc1ccccc1NC(=O)C(C)Sc1nnc(-c2ccncc2)n1CC1CCCO1 (centres undefined)	-7%	0.7%	-9%	26	0.6	-14%	i	2%	10%	819	-1	46
26	Cc1ccc(NC(=O)CN(C)C(=O)C(C)OC(=O)c2ccccc2NCCO)cc1 (centres undefined)	/	/	-2%	45	0.1	/	i	/	13%	/	/	58
27	CCCCCCSc1cc(-c2nc3cc(C)ccn3c2NCCCC)ccc1OC	/	/	2%	42	7.1	/	i	/	1%	/	/	48
28	COC(=O)c1sccc1NC(=O)c1ccc(Cl)cc1	-5%	-0.3%	4%	50	7.6	-1%	i	5%	0%	830	-5	91
29	N#Cc1nc(-c2ccc(F)cc2)oc1NCCN1CCOCC1	-8%	0.2%	-6%	38	3.7	7%	i	-12%	8%	693	-1	57
30	Fc1cccc2ncnc(OCc3ccccc3)c12	-6%	0.6%	14%	62	0.7	-13%	i	15%	10%	695	21	78
31	COc1ccc(CCNCc2ccc(OCC(=O)N3CCCCC3)c(OC)c2)cc1OC	-2%	1.1%	-2%	31	-0.5	1%	i	-2%	2%	665	-32	62
32	COC(=O)C1=C(C)n2nnnc2NC1c1cc2ccccc2o1 (centres undefined)	1%	0.3%	2%	26	-0.4	-7%	i	19%	5%	/	/	83
33	O=C(COC(=O)C12CC3CC(CC(C3)C1)C2)Nc1ccc([N+](=O)[O-])cc1Br	-3%	0.3%	10%	12	6.6	-9%	i	7%	21%	571	0	55
34	CC12CCC(C(=O)Nc3ccc(SC(F)F)cc3)(CC1=O)C2(C)C (centres undefined)	-1%	0.2%	2%	44	1.7	4%	i	7%	14%	/	/	48
35	CN(CC1CCCN(CCc2cccc(C(F)(F)F)c2)C1)C(=O)c1ccc2nc[nH]c2c1 (centres undefined)	-13%	-0.1%	10%	58	1.0	2%	i	-9%	14%	744	-11	78
36	O=C(c1ccco1)N1CCN(C(=O)c2cc3c(=O)oc4ccccc4c3s2)CC1	3%	-0.1%	5%	20	/	6%	i	-14%	0%	/	/	/
37	Cc1ccc(O)c(CO)n1	-3%	-0.1%	8%	47	1.2	-5%	i	-11%	5%	669	3	73
38	CN(C)c1ccc(/C=N\NC(=O)c2csnn2)cc1	4%	0.2%	4%	42	1.2	-8%	i	9%	22%	/	/	45
39	C[C@@H]1C=C(C(=O)NCc2nc3ccccc3[nH]2)O[C@H](OCc2ccc(CO)cc2)C1	4%	0.0%	10%	38	3.8	2%	i	-9%	-3%	769	-4	43
40	CSc1nc(=O)n(-c2ccccc2)c(C)c1C(C)=O	-2%	0.1%	1%	35	-2.8	14%	i	6%	14%	/	/	85
41	CCN1CCN(Cc2c(C)[nH]c3ccc(C(=O)OC)cc3c2=O)CC1	-5%	0.0%	8%	16	0.6	10%	i	-1%	0%	743	2	96
42	Cc1ccc(F)cc1NC(=O)N1CCCN(C(=O)OC(C)(C)C)CC1	-7%	-0.2%	3%	26	-0.3	6%	i	-12%	7%	732	-5	60
43	COc1ccc(C2/C(=C(/O)c3ccc(OC(C)C)cc3)C(=O)C(=O)N2CCCN2CCOCC2)cc1 (centres undefined)	-2%	-0.2%	-10%	51	1.7	-4%	i	4%	10%	748	9	59
44	CCN(CC)C(=O)Cn1ncc2c1-c1ccccc1OC2	0%	-0.1%	3%	20	0.6	2%	i	12%	20%	649	17	51
45	CCc1ccccc1NC(=O)c1onc(C)c1Cl	-9%	0.3%	3%	47	1.3	8%	i	6%	15%	/	/	80
46	CCOCCCNC(=O)C(c1ccccc1)N(Cc1ccc2c(c1)OCO2)C(=O)CNC(C)=O (centres undefined)	-7%	0.2%	3%	42	0.3	7%	i	4%	21%	669	3	65
47	COc1cc(/C=C/C(=O)OC(C)C(=O)Nc2c(C)n(C)n(-c3ccccc3)c2=O)ccc1OCC#N (centres undefined)	1%	-0.6%	4%	49	0.7	2%	i	-12%	13%	671	-13	38
48	O=C(Nc1ccccc1C(=O)N1CCOCC1)c1ccc(Br)cc1	-5%	-0.1%	0%	43	-0.7	16%	i	1%	24%	793	6	66
49	CCOc1ccc(C(=O)Nc2ccccc2C#N)cc1[N+](=O)[O-]	-11%	-0.3%	3%	36	-0.7	6%	i	-6%	7%	644	6	69
50	CNC(=S)NNC(=O)c1noc(C)c1C(=O)N1CCN(C(c2ccccc2)c2ccccc2)CC1	-2%	0.5%	5%	52	2.2	-11%	i	-2%	-6%	703	2	56
51	CC1CCCC(C)N1C(=O)c1cc(-c2ccc(Cl)c(Cl)c2)on1 (centres undefined)	9%	-0.1%	3%	55	8.1	4%	i	15%	2%	/	/	64
52	O=C(COc1ccccc1)N1N=C(c2cccnc2)CC1(O)C(F)(F)F (centres undefined)	-5%	-0.2%	4%	48	-0.1	4%	i	2%	1%	753	6	53
53	O=C(NCc1cccs1)[C@@H]1CSC2c3ccccc3C(=O)N21 (some centres undefined)	1%	-0.4%	10%	50	0.3	9%	i	-1%	-2%	/	/	69

# 2 compounds picked at random from those above:
nr	SMILES	LYP inhibition	GPR55 beta-arrestin	MgcRacGAP inhibition	T cell modulator vesicle-bound %	NTR1 agonist	GPR55 LPI antagonism	T cell modulator	GPR35 arrestin U2OS	Large T inhibition	Hep lipid drop cells 6.5 µM	Hep lipid drop	NTR1 agonist cell count 20 µM
1	Cc1cc(=O)n(-c2ccc3ccccc3n2)[nH]1	-7%	-0.2%	0%	22	2.5	0%	i	-10%	15%	676	-5	70
27	CCCCCCSc1cc(-c2nc3cc(C)ccn3c2NCCCC)ccc1OC	/	/	2%	42	7.1	/	i	/	1%	/	/	48
